Screening data as filed in PubChem.
RAD54 branch: inhibitors of human RAD54 branch migration, primary screen, biochemical, fluorescence, single point | inhibition, % at 10.4 µM | hit rate 0.14% among 360,000 | RAD54 Holliday junction branch migration, FAM/BHQ fluorescence;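 active = mean normalized replicate activity at least 40 and at least half of replicates scoring 40 or more; inconclusive = only one of the two criteria met; inactive = mean below 40 and under half of replicates reaching 40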;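 note: 0% = median of neutral control wells and 100% = median of positive control wells; inhibitors cause a drop in the FAM fluorescence signal; in these data hits start at about 50%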
miR122 inh: miR-122 Renilla sensor signal increase in Huh7, primary screen, miR-122 inhibitor project, cell-based, single point, plate reader | Huh7 miR-122 Renilla luciferase sensor, 48 h; neutral wells = 0, positive control = 100 | activation (reporter increase), % at 12.5 µM | hit rate 0.3% among 340,000 | AID 602342, 2012;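 active = mean replicate activation score at least 90 and every replicate individually at or above 90; inconclusive = only one of the two criteria met; inactive = neither criterion met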;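 note: higher luciferase means less miR-122 activity so hits act as miR-122 inhibitors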
ERAP1 HTS inh: human ERAP1 aminopeptidase inhibitors, primary screen, biochemical, single point, plate reader; Endoplasmic reticulum aminopeptidase 1 (Homo sapiens), Q9NZ08; recombinant ERAP1, Leu-AMC fluorescence, 60 min; inhibition, % at 10.7 µM; hit rate 0.15% among 340,000; AID 652197, 2013;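 active = mean replicate inhibition of at least 30%, or all replicates individually reaching that 30% level; inactive = mean below 30% and not every replicate reaching it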;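 note: 0% = neutral control wells and 100% = L-leucinethiol positive control wells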
RAD52 anneal inh: RAD52 DNA annealing inhibitors, primary screen, biochemical, FRET, single point, set 2; DNA repair protein RAD52 homolog (Homo sapiens), P43351; recombinant RAD52 DNA annealing, FRET fluorescence; inhibition, % at 18.7 µM; hit rate 0.46% among 360,000; AID 651710, 2012;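 active = every replicate showing at least 50% inhibition; inconclusive = mean inhibition at least 50% but not in every replicate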
Target sequence (P43351 whole entry, looked up): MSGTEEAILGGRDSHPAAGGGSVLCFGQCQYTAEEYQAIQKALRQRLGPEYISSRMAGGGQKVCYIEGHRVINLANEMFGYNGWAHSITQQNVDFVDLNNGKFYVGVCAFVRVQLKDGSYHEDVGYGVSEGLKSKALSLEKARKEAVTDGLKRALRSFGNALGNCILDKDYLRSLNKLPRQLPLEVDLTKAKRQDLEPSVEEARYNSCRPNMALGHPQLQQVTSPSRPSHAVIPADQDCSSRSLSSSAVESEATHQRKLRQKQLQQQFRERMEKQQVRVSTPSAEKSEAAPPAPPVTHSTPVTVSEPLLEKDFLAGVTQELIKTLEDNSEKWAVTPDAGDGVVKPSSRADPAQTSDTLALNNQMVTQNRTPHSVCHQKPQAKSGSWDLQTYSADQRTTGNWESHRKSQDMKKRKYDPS
PGC1a acetyl inh: inhibitors of PGC1a acetylation signal, primary screen, cell-based, U2OS, AlphaScreen, inhibitor mode; AlphaScreen anti-acetyl-lysine; with virally co-expressed GCN5 acetyltransferase; inhibition, % at 15.6 µM; hit rate 0.17% among 350,000; AID 651687, 2012;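 active = every replicate shows inhibition of at least 40%; inconclusive = mean inhibition at least 40% but some replicate below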;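 note: 0% = neutral control wells and 100% = positive control wells; some results beyond the cut were filed as inactive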
PglD inh: C. jejuni PglD acetyltransferase inhibitors, primary screen, biochemical, DTNB colorimetric, single point; AID 602405, 2012; UDP-N-acetylbacillosamine N-acetyltransferase PglD (Campylobacter jejuni); inhibition, % at 12.5 µM; hit rate 0.098% among 360,000; purified PglD enzyme, DTNB colorimetric CoA detection; in the data active = inhibition above about 16%, passing the limit was not always enough; inconclusive = no clear call, values can overlap the other calls; note: strong numbers were not always called active
Cneo AK release: Cryptococcus neoformans cell lysis inducers, primary screen, AK release luminescence, single concentration; C. neoformans lysis, adenylate kinase release luminescence, 4 h; normalised: neutral wells 0, clomiphene wells 100; lysis activity, % at 15 µM; hit rate 0.2% among 360,000; AID 651654, 2012;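 active = mean lysis activity across replicates of at least 80%, whatever share of replicates individually reach that level; inactive = mean lysis activity below 80%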
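Material: C. neoformans cells; Schedule: 4 h static compound exposure, 37 °C, read 1 h post-reagent; Measured by: adenylate kinase release luminescence; Read-out: signal increase indicating cell lysis; Controls: Clomiphene as positive lysis control.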
E-sel inducer: E-selectin induction in HUVECs, primary screen, imaging, HUVEC, immunofluorescence imaging, single point | normalized: neutral wells 0, TNF-alpha wells 100 | hit rate 0.37% among 260,000 | activation, % at 7.58 µM | P16581 | AID 686992, 2013;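 active = mean E-selectin-positive cell signal at least 10% of the positive control, reached in at least 60% of replicates, without over 20% cell loss; inconclusive = no rule given, readout overlaps actives, possibly toxicity-flagged; inactive = the rest, including those meeting only one limit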;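 note: in these data hits start at about 27%; measured in HUVEC primary endothelial cells; signal is the percent of cells scored E-selectin positive by PE staining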
Target sequence (P16581 whole entry, looked up): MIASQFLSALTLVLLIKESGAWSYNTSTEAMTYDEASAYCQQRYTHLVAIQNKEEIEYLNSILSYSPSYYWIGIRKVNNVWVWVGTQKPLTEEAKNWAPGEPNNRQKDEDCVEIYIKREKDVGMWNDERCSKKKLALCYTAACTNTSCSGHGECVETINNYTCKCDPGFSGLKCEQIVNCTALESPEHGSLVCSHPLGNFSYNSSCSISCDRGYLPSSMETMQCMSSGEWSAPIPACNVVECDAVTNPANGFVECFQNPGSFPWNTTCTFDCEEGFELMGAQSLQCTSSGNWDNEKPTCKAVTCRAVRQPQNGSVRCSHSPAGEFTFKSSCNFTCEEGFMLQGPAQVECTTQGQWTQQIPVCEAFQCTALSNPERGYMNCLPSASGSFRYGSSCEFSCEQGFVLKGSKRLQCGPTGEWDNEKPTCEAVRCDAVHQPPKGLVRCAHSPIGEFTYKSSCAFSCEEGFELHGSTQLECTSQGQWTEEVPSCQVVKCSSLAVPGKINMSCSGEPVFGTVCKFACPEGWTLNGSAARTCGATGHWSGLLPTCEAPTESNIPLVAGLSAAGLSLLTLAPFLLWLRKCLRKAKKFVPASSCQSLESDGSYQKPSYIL
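System: HUVEC / Compound: single concentration / Signal: immunofluorescence imaging / Read-out: percent E-selectin-positive cells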
* = called active by the depositor; i = inactive; ? = inconclusive; nt = no result given; & = joins results of further samples; [ ] = dose if it differs, or a comment.

Values run as follows: RAD54 branch | miR122 inh | ERAP1 HTS inh | RAD52 anneal inh | PGC1a acetyl inh | PglD inh | Cneo AK release | E-sel inducer
- Cc1ccc(NC(=O)CSc2nc3nc(C)c(Br)cc3[nH]2)cc1F
    -3 | -3 | -1 | -2 | nt | 1 | -1 | 3.1
- CN1/C(=C\C=C2/SC(=S)NC2=O)C(C)(C)c2ccccc21
    nt | -14 | -3 | i | nt | nt | nt | ?
- COC(=O)c1sccc1NC(=O)Cc1ccc(Br)cc1
    7 | -4 | nt | nt | 3 | 0 | 10 | 1.8
- C[C@H](CO)N1C[C@H](C)[C@H](CN(C)Cc2ccc3c(c2)OCO3)OCCCC[C@H](C)Oc2ccc(NC(=O)NC3CCCCC3)cc2C1=O
    6 | -3[16.7 µM] | 4 | 26 | -1 | -2 | -1 | 0.1
- CC(C)Oc1c(N2CCOCC2)c(=O)c1=O
    -4 | 2 | 3 | -11 | nt | -10 | -1 | -0.1
- Cc1cc(OCC(=O)NCCN2CCOCC2)ccc1Br
    -1 | -1 | nt | nt | -2 | 2 | -1 | nt
- CCC(=O)N(C)C[C@H]1Oc2cc(/C=C/c3ccccc3)ccc2S(=O)(=O)N([C@@H](C)CO)C[C@@H]1C
    -5 | 3[16.7 µM] | 2 | -7 | -10 | -1 | 2 | 0.6
- O=C(NCCCN1CCOCC1)c1c(F)cccc1F
    -11 | 6 | 4 | -10 | -3 | -3 | -1 | nt
- CC1CCC(NC(=O)CSc2nncs2)CC1 (stereo not given)
    -5 | 2 | -1 | -18 | 2 | 1 | -1 | -0.1
- CC1CN(CC(=O)NC(C)c2ccccc2)CC(C)O1 (stereo not given)
    6 | nt | -4 | -16 | nt | nt | 0 | nt
- O=C(CCNC(=O)c1ccccc1)Nc1ccc(Cl)c(S(=O)(=O)N2CCCCC2)c1
    -9 | 2 | -3 | -8 | -14 | -5 | 0 | -0.1
- CC(C)C(=O)NC(=S)Nc1ccccc1N1CCN(C(=O)c2ccccc2)CC1
    -4 | -6 | 3 | -19 | nt | 0 | -1 | nt
- O=C(C[C@@H]1C[C@@H]2c3cc(NC(=O)Nc4ccc(C(F)(F)F)cc4)ccc3O[C@@H]2[C@@H](CO)O1)NCc1cc(F)ccc1F
    -17 | 1[16.7 µM] | 0 | 14 | 6 | 4 | 31 | 6.6
- CNC[C@H]1OCCCC[C@@H](C)Oc2ccc(N)cc2C(=O)N([C@@H](C)CO)C[C@@H]1C
    -17 | 0[16.7 µM] | -6 | -76 | 0 | 6 | 4 | 0.5
- O=C(NC1=NCCS1)c1ccc(Cl)c(S(=O)(=O)N2CCc3ccccc32)c1
    nt | 53 | nt | -2 | -8 | nt | nt | 1.4
- CN(C)c1ccc(NC(=O)C(=O)C2C(=O)Nc3ccccc32)cc1 (stereo not given)
    3 | 3 | 0 | -31 | 5 | 3 | 0 | 12
- CN1C(=O)c2cc(NC(=O)C3CCOCC3)ccc2OC[C@H]2O[C@H](CC(=O)O)CC[C@@H]21
    -2 | -4[16.7 µM] | -1 | 7 | 1 | 1 | 1 | 0.1
- C/C(N)=C(/C#N)C(=O)CSc1nnc(Nc2c(C)cccc2C)s1
    -8 | -13 | 2 | -33 | 4 | -2 | 0 | 0.6
- Cc1cc(Br)c(NC(=O)c2c(-c3c(Cl)cccc3Cl)noc2C)c(Br)c1
    6 | 2 | 10 | -2 | nt | -6 | 3 | 0.2
- COc1ccc(C(=O)Nc2ccccn2)cc1
    -5 | -1 | nt | nt | 12 | -1 | 1 | nt

Complete entries as entered above.
O=C(C[C@@H]1C[C@@H]2c3cc(NC(=O)Nc4ccc(C(F)(F)F)cc4)ccc3O[C@@H]2[C@@H](CO)O1)NCc1cc(F)ccc1F is listed as RAD54 branch = -17; miR122 inh = 1[16.7 µM]; ERAP1 HTS inh = 0; RAD52 anneal inh = 14; PGC1a acetyl inh = 6; PglD inh = 4; Cneo AK release = 31; E-sel inducer = 6.6
CNC[C@H]1OCCCC[C@@H](C)Oc2ccc(N)cc2C(=O)N([C@@H](C)CO)C[C@@H]1C is listed as RAD54 branch = -17; miR122 inh = 0[16.7 µM]; ERAP1 HTS inh = -6; RAD52 anneal inh = -76; PGC1a acetyl inh = 0; PglD inh = 6; Cneo AK release = 4; E-sel inducer = 0.5
Cc1cc(Br)c(NC(=O)c2c(-c3c(Cl)cccc3Cl)noc2C)c(Br)c1 is listed as RAD54 branch = 6; miR122 inh = 2; ERAP1 HTS inh = 10; RAD52 anneal inh = -2; PGC1a acetyl inh = nt; PglD inh = -6; Cneo AK release = 3; E-sel inducer = 0.2

(list continues)
Values run as follows: RAD54 branch | miR122 inh | ERAP1 HTS inh | RAD52 anneal inh | PGC1a acetyl inh | PglD inh | Cneo AK release | E-sel inducer
- COc1ccc(CN(C)C[C@@H]2OCCCC[C@H](C)Oc3ccc(NC(=O)NC(C)C)cc3C(=O)N([C@@H](C)CO)C[C@H]2C)cc1
    0 | -1[16.7 µM] | 1 | 11 | -4 | 1 | -4 | 0.4
- CCn1c(C)nc2cc(-c3nc4n(n3)Cc3ccccc3-4)ccc21
    2 | -5 | nt | nt | -3 | 2 | -10 | nt
- Cc1ccc(S(=O)(=O)Nc2ccc3c(c2)C(=O)N([C@@H](C)CO)C[C@H](C)[C@H](CN(C)C(=O)Nc2c(C)noc2C)O3)cc1
    0 | 8[16.7 µM] | 4 | 1 | 1 | 0 | -4 | 0.0
- C[C@@H]1CN([C@H](C)CO)C(=O)CCCn2nncc2CO[C@@H]1CN(C)C(=O)c1cc(-c2ccccc2)on1
    -2&4&-1 | 0 | 1&-1&0 | -7&-1&9 | 1&5 | -6&1&-1 | -1&-1&-11 | -0.1&-0.1
- COC(=O)[C@H]1[C@H](CO)[C@H]2Cn3c(ccc(-c4cccc(F)c4)c3=O)[C@H]2N1CC1CC1
    3 | -3[16.7 µM] | -1 | -1 | nt | 1 | -6 | -0.2
- C[C@@H]1CN([C@H](C)CO)C(=O)c2cccc(NC(=O)C3CCOCC3)c2O[C@H]1CN(C)CC1CC1
    1 | -1[16.7 µM] | 1 | -1 | nt | -4 | -57 | 1.2
- NC(=O)CCc1nc2cc(C(F)(F)F)ccc2n(Cc2ccccc2)c1=O
    -1 | nt | 2 | -19 | nt | 2 | 4 | nt
- CSc1ccc(Cl)c(C(=O)OCC(=O)N2CC(C)OC(C)C2)c1 (stereo not given)
    11 | nt | 2 | 1 | nt | -3 | 2 | nt
- O=C(O)Cc1c(C(=O)O)[nH]c2ccc(C(=O)O)cc12
    -13 | nt | -4 | -5 | 4 | 4 | 2 | 0.1
- COCc1ccc(C(=O)NCC2(N3CCCCC3)CCCCC2)cc1
    -4 | nt | -1 | -9 | nt | 5 | -1 | 0.0
- CCNC(=O)C[C@H]1CC[C@H]2[C@H](COc3ccc(NC(=O)Nc4ccccc4OC)cc3C(=O)N2C)O1
    4 | 3[16.7 µM] | -2 | -12 | -5 | -1 | -1 | 0.0
- CCN1CCN(C(=O)CS(=O)(=O)Cc2nc(-c3ccc(C)cc3)oc2C)CC1
    -2 | -3 | 1 | -13 | -5 | -4 | 0 | -0.2
- CCCCn1nnnc1SCC(=O)Nc1ccc(N(C)C)cc1
    -9 | 4 | nt | nt | -2 | -1 | 3 | nt
- COC(=O)c1c(NC(=O)c2ccoc2C)sc(C)c1C
    7 | 4 | -1 | -4 | nt | 3 | 0 | nt
- O=C(C[C@H]1CC[C@@H]2[C@H](COC[C@H](O)CN2Cc2ccccc2)O1)N[C@@H]1CCN(Cc2ccccc2)C1
    -4 | -7[16.7 µM] | 2 | 16 | -2 | 5 | -6 | 0.0
- CCOc1ncccc1C(=O)Nc1ccc(-c2cn3ccsc3n2)cc1
    8 | -9 | nt | nt | 0 | 2 | 5 | nt
- C[C@H]1CN([C@@H](C)CO)C(=O)c2cc(NC(=O)Nc3ccc4c(c3)OCO4)ccc2O[C@H]1CN(C)Cc1ccncc1
    2 | -2[16.7 µM] | 4 | 17 | -5 | -1 | 1 | 0.1
- O=C(CCCOc1ccccc1)n1nnc2ccccc21
    0 | 0 | nt | nt | -4 | -2 | 2 | nt
- C#CC(CC)(CC)NC(=O)c1c(C)noc1C
    -3 | -4 | nt | nt | 6 | 1 | 5 | nt
- COC(=O)c1sc(NC(=O)COC(=O)C2CCC2)c(C(=O)OC)c1C
    0 | -1 | -8 | -17 | 8 | 2 | 1 | 0.5
- N#C[C@@H]1[C@H](c2ccc(C#Cc3cccc(F)c3)cc2)[C@@H](CO)N1C(=O)C1CC1
    -25 | nt | 1 | 15 | -14 | -3 | -10 | -0.1
- O=C1CC(O)(C(F)(F)F)Oc2c1ccc1ccccc21 (stereo not given)
    -11 | -2 | 0 | -9 | 4 | 2 | -4 | nt
- CCOc1ccc(Br)cc1S(=O)(=O)Nc1cccc(S(=O)(=O)NC2=NCCC2)c1
    nt | 1 | -1 | -7 | nt | nt | nt | 3.2
- Cn1c(NCc2ccccc2O)nc2ccccc21
    -7 | -6 | 2 | -3 | 2 | 5 | -3 | nt
- CCOC(=O)/C(C#N)=C\c1ccc(CC)s1
    4 | 0 | nt | nt | nt | 5 | 6 | nt
- COc1ccc(S(=O)(=O)Nc2ccc3c(c2)C(=O)N([C@@H](C)CO)C[C@H](C)[C@@H](CN(C)S(=O)(=O)c2ccc(Cl)cc2)OCCCC[C@@H](C)O3)cc1
    -4 | 19[16.7 µM] | 0 | -42 | -16 | -2 | 31 | 0.3
- COc1ccc(N2C(=O)C(CC(=O)Nc3ccccc3)N(Cc3ccc4c(c3)OCO4)C2=O)cc1 (stereo not given)
    -5 | 21 | 1 | 12 | 3 | 5 | 0 | nt
- O=C(CCC1CCCC1)N=C1SC2CS(=O)(=O)CC2N1Cc1ccccc1 (stereo not given)
    -9 | 0 | 2 | -2 | 16 | -2 | 0 | nt
- Cc1ccccc1-c1cnc2c(c1)C(=O)N([C@@H](C)CO)C[C@H](C)[C@H](CN(C)Cc1ccncc1)O2
    10 | 3[16.7 µM] | 7 | -5 | 8 | -1 | 59 | -0.3
- COc1cccc(S(=O)(=O)N[C@H]2CC[C@@H](CCn3cc(-c4ccc(F)cc4)nn3)O[C@H]2CO)c1
    -1 | nt | 1 | 6 | -7 | 3 | 0 | -0.4
- CCN(CC)S(=O)(=O)c1cc(OC)c(Cl)cc1Cl
    1 | -7 | -1 | -4 | -30 | 3 | -1 | nt
- C[C@H]1CN([C@@H](C)CO)C(=O)c2cccc(NC(=O)Nc3ccc4c(c3)OCO4)c2O[C@@H]1CN(C)C(=O)Nc1cccc2ccccc12
    -5 | -6[16.7 µM] | -1 | 6 | -11 | 2 | -3 | -0.1
- CCCCOC(=O)Nc1ccc(C(=O)OCCC)cc1
    3 | 2 | nt | nt | -11 | -1 | 8 | nt
- O=C(C1CC1)N1C[C@H]2[C@@H](c3ccccc31)[C@H](CO)N2Cc1ccccc1Cl
    10 | 19[16.7 µM] | 1 | 5 | -15 | 0 | -4 | 0.1
- Nc1cc(=O)[nH]n1C1CCCCC1
    1 | -6 | 2 | 2 | 0 | 2 | 2 | nt
- CCOC(=O)CN1C(=O)Nc2ccc(Br)cc2C1c1ccccc1 (stereo not given)
    -1 | -5 | nt | nt | 3 | -1 | -2 | nt
